# AGP1-GFP MLPCN: alters AGP1-GFP fluorescence in TOR pathway yeast screen. AID 2066. GFP response vs DMSO, % at 10 µM. 320,000 compounds, 0.02% hits. S. cerevisiae AGP1-GFP multiplex flow cytometry, 3 h; GFP as percent of DMSO wells;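 active means GFP response relative to DMSO above a set limit, near screen average plus 3 SD, cut at about 150% in these data; inconclusive means fewer than 70 cells counted for the yeast strain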;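 further: median GFP channel fluorescence of the gated AGP1 strain per well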
# VLA-4 inh: inhibition in a human VLA-4 binding assay; P13612; 330,000 compounds, 0.2% hits; inhibition, % (about 7 µM as worked out from the volumes in the protocol); VLA-4 expressing cells, ligand binding flow cytometry; in the data active means inhibition above about 50%
# MEP2-GFP yeast: yeast TOR pathway MEP2-GFP modulation; GFP response vs DMSO, % at 10 µM; 330,000 compounds, 0.51% hits; S. cerevisiae MEP2-GFP strain, flow cytometry GFP, 3 h; 100% = DMSO control level; AID 2016;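 active means GFP response versus DMSO above a set limit, roughly screen mean plus 3 SD, cut at about 180% in these data; inconclusive means fewer than 70 cells counted for a yeast strain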;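 further: median GFP fluorescence of the barcode-gated MEP2-GFP cells per well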
# CIT2 TOR yeast: yeast TOR pathway CIT2-GFP modulation; S. cerevisiae CIT2-GFP strain, flow cytometry, 3 h; 100 means same as DMSO wells; GFP response vs DMSO, % at 10 µM; 320,000 compounds, 0.065% hits;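 active means GFP response relative to DMSO above a set limit, near the screen mean plus 3 SD, cut at about 150% in these data; inconclusive means Fewer than 70 cells measured for a yeast strain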;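 further: ratio of well median GFP fluorescence to mean of DMSO wells on the plate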
# RPL19A-GFP yeast: yeast TOR pathway RPL19A-GFP modulation; S. cerevisiae RPL19A-GFP strain, flow cytometry, 3 h; stronger effect = lower value; percent response vs DMSO, % at 10 µM; 330,000 compounds, 0.3% hits;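 active means percent response vs DMSO below 50%; inconclusive means fewer than 70 events counted for the yeast strain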;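 further: median channel GFP fluorescence of the barcoded RPL19A-GFP strain; ratio of sample median GFP to plate DMSO average so 100% = DMSO; lower means less RPL19A-GFP as with rapamycin TOR inhibition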
# Yeast superoxide: lowers age-related superoxide in aged yeast cells; S. cerevisiae aged cells, superoxide DHE fluorescence; stronger effect = lower value; superoxide response (% of plate mean), % at 10 µM; 330,000 compounds, 0.18% hits; AID 2690;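 active means superoxide response under a set limit, about three screen SD below normal, cut at about 65% in these data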;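 further: yeast aged for seven days with compound at 30 °C before DHE staining; 100% = average MFI of all compound-treated wells on the plate with controls excluded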
# GRK2 inh: inhibitors of human GRK2 displacing RNA aptamer. P25098. bead flow cytometry, FAM-aptamer displacement from GRK2. inhibition of aptamer binding, % at 10 µM. 330,000 compounds, 0.59% hits. AID 488847;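 active means inhibition of aptamer binding above 40%, roughly 3 SD of noise, on plates passing a quality check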;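 further: median bead fluorescence of bound FAM aptamer so fluorescent compounds give negative values; no value below 0 was filed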
# Target sequence (P25098 whole entry, looked up): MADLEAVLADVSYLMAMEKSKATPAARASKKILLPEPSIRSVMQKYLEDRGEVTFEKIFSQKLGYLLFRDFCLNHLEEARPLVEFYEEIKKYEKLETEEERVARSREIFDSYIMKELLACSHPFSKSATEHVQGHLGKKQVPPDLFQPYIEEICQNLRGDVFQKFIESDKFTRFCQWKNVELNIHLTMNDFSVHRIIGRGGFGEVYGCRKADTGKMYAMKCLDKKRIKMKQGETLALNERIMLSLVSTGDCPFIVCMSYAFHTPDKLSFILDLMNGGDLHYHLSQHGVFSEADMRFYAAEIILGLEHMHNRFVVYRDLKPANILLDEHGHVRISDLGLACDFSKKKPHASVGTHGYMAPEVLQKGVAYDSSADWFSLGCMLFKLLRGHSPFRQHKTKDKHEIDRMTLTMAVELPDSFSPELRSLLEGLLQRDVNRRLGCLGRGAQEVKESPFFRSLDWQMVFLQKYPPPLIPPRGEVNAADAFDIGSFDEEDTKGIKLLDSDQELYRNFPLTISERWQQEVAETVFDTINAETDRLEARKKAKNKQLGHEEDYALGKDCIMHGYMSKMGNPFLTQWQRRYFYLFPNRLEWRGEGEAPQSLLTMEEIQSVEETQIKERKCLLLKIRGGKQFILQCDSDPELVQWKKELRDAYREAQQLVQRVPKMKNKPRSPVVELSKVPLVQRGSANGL
# LAP4 TOR yeast: alters LAP4-GFP fluorescence in TOR pathway yeast screen; S. cerevisiae LAP4-GFP multiplex, flow cytometry GFP, 3 h; median GFP as percent of DMSO wells; GFP response vs DMSO, % at 10 µM; 320,000 compounds, 0.34% hits; AID 2023;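 active means GFP response vs DMSO above a set limit, about the screen mean plus 3 SD, cut at about 150% in these data; inconclusive means under 70 cell events counted for the yeast strain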
# * hit, by the source's call; ? = inconclusive; . = not tested or not shown; [ ] = remark or other dose.
SMILES,AGP1-GFP MLPCN,VLA-4 inh,MEP2-GFP yeast,CIT2 TOR yeast,RPL19A-GFP yeast,Yeast superoxide,GRK2 inh,LAP4 TOR yeast
Cc1ccc(Cl)cc1N1CCN(C(=O)CSc2nnc3n2C(C)(C)Cc2ccccc2-3)CC1,94,-9,94,90,96,101,0,104
COc1ccc(CNC2CC(=O)N(C)C2=O)cc1 (stereo not drawn),99,14,99,96,94,93,0,102
OCc1nn2c(c1Br)NC(c1ccccc1)CC2C(F)(F)F (stereo not drawn),98,-8,93,97,96,98,0,92
COCCNC(=O)C(=O)NNC(=O)c1ccccc1OC,103,-1,101,95,101,116,0,100
CCOc1ccc(N2CC(C(=O)NCc3ccc(F)cc3)CC2=O)cc1 (stereo not drawn),110,2,107,101,103,99,0,107
O=C(NCN1CCN(c2ccccc2)CC1)c1cnccn1,97,10,98,96,99,105,0,100
CCOC(=O)c1cnc(SC)nc1Sc1ccc(Cl)cc1Cl,103,9,97,91,100,114,2,106
CCOC(=O)C1=C(COC(=O)c2cccc(Cl)c2)NC(=O)NC1C (stereo not drawn),97,12,98,103,77,100,4,90
Cc1ccc(OCC(=O)O/N=C(\N)c2ccccn2)cc1,95,-22,97,88,97,103,6,103
CC(=O)Nc1ccc(C(=O)NNC(=O)Cc2ccccc2)cc1,100,14,100,95,95,92,2,105
NS(=O)(=O)c1ccc(N/N=C/c2ccc(O)cc2O)c([N+](=O)[O-])c1,106,22,102,98,99,97,2,114
CCS(=O)(=O)N1Cc2ccccc2CC1C(=O)Nc1cccc(C)c1 (stereo not drawn),100,2,114,98,95,109,0,94
O=C(O)CCC(=O)CCC(=O)c1ccccc1,111,9,109,.,110,97,2,113
O=C(c1cc2c(s1)-c1ccccc1OC2)N1CCc2ccccc2C1,96,2,102,89,95,111,2,105
Cc1cccc(-n2ncc3c(NCCCO)ncnc32)c1,101,-6,100,99,99,103,2,102
O=C(N/N=C\c1ccc([N+](=O)[O-])s1)C1COc2ccccc2O1 (stereo not drawn),20[may fluoresce violet],10,91[may fluoresce violet],?,97[may fluoresce violet],115,0,93[may fluoresce violet]
N#Cc1cc(C(=O)c2ccccc2OCC(=O)Nc2ccccc2)cn(C2CCCCC2)c1=O,105,-3,104,108,104,106,0,100
O=C(CCN1CCCCC1)Nc1ccc(Br)cc1,104,-2,98,101,94,80,0,103
c1ccc(-c2nnc(SCC3CCCO3)nc2-c2ccccc2)cc1 (stereo not drawn),98,3,119,107,101,90,0,107
Cc1cc(C)n(-c2ccc(C(=O)NCc3cccs3)cc2)n1,95,8,99,90,99,94,0,101
CC(C(=O)Nc1ccc(S(=O)(=O)N2CCCC2)cc1)N1CCc2ccccc2C1 (stereo not drawn),96,2,99,101,97,87,0,97
CCOc1cc(N2CCOCC2)c(OCC)cc1NC(=O)COC(=O)C1CCCN1S(=O)(=O)c1ccccc1F (stereo not drawn),101,18,101,94,97,111,1,99
O=c1c2ccccc2c(/C=N/c2n[nH]c(CCCO)n2)c(O)n1-c1ccccc1Cl,102,-7,94,97,98,132,2,111
COc1ccc(NC(=O)c2ccc(S(=O)(=O)N3CCCCCC3)cc2)c(OC)c1,95,-10,98,88,91,68,0,102
O=C(COc1ccc(Cl)cc1Cl)Nc1cccnc1,90,6,97,75,99,99,0,116

# Next section.
SMILES,AGP1-GFP MLPCN,VLA-4 inh,MEP2-GFP yeast,CIT2 TOR yeast,RPL19A-GFP yeast,Yeast superoxide,GRK2 inh,LAP4 TOR yeast
Cc1c(Br)c(C(=O)N2CCc3ccccc32)nn1C,94,36,100,89,104,93,0,107
CC1CCN(S(=O)(=O)c2ccc3c(c2)N(CC(=O)NCCCN2C(C)CCCC2C)C(=O)CO3)CC1 (stereo not drawn),106,-5,104,109,108,110,0,105
COc1cc(NC(C)=O)c2ncccc2c1NC(C)=O,84,10,111,100,101,88,0,100
O=C(COC(=O)c1ccc(F)c(S(=O)(=O)N2CCCCC2)c1)NCc1ccc(F)cc1,92,3,92,.,84,108,5,94
COc1cc([N+](=O)[O-])cc([N+](=O)[O-])c1NC(=O)N1CCOCC1,104,11,106,110,102,121,2,99
CCN(CC(=O)NCc1cccs1)C(=O)c1ccc(NS(=O)(=O)c2cccc([N+](=O)[O-])c2)cc1,98,21,102,100,98,108,4,95
Cc1ccc(CNC(=O)c2cn(C3CCCC3)c(=O)c3c2c2ccccc2n3C)o1,105,-15,108,113,101,117,1,101
CC(=O)c1cccc(N=C2NC(=O)CS2)c1,108,-16,104,100,111,100,0,104
O=C(CSc1nc2ccccc2[nH]1)Nc1cccc(S(=O)(=O)N2CCOCC2)c1,110,-3,98,102,98,97,0,110
Cc1ccc(N2C(=O)C(Cc3ccc(O)cc3)NC2=S)cc1C (stereo not drawn),104,5,70,100,107,104,0,90
Cc1cccc(NC(=O)CCN2C(=O)C3C4C=CC(C4)C3C2=O)n1 (stereo not drawn),105,-10,105,93,106,103,2,104
O=C(CSc1nnc(CNC(=O)c2ccccc2)o1)NCc1ccccc1,98,-15,94,98,95,93,0,108
CC(=O)c1ccc(N2CCN(C(=O)CCS(=O)(=O)c3ccc4c(c3)CCN4C(C)=O)CC2)cc1,113,7,102,114,115,113,4,109
O=c1c2ccccc2nc(-c2ccoc2)n1CCc1ccccc1,97,26,100,100,97,94,1,99
CN1C(=O)/C(=C\c2ccccc2OCc2ccccc2)SC1=S,112,4,109,105,108,106,6,103
O=C(NCC1CCCO1)c1ccc(COCC(F)(F)C(F)F)cc1 (stereo not drawn),109,4,106,100,99,105,0,98
COc1cc(C(C)=O)ccc1Oc1ncnc2c1cnn2-c1ccccc1,98,2,103,103,97,101,8,101
O=C(Nc1ccc(Cl)c(S(=O)(=O)N2CCOCC2)c1)c1cccs1,102,1,107,94,104,102,1,97
CCc1ccc(C(=O)Nc2ccc(OC)c(S(=O)(=O)N3CCOCC3)c2)cc1,96,0,96,94,99,100,3,88
CCN1CCN(CC(=O)Nc2ccc(OC(F)(F)F)cc2)CC1,100,-55,97,100,101,104,0,105
COc1ccc(-c2cc(C(=O)N/N=C/c3ccc4c(c3)OCO4)c3ccccc3n2)c(OC)c1,95,8,107,96,98,105,2,104
CCOC(=O)c1nn(-c2ccc(F)cc2)c(=O)cc1OCC(=O)Nc1ccc(OCC)cc1,116,1,109,107,104,101,0,107
CC(C)[C@H](NC(=O)c1ccccc1Cl)C(=O)OCC(=O)Nc1ccc(S(=O)(=O)N2CCOCC2)cc1,115,1,115,113,116,95,3,124
Cc1c(C)c(C)c(S(=O)(=O)n2[nH]c(=O)c(CCO)c2C)c(C)c1C,117,2,106,105,108,99,0,112
COc1ccccc1N1CCN(c2ccc(Cl)nn2)CC1,86,8,103,94,90,86,0,101

# Later entries:
SMILES,AGP1-GFP MLPCN,VLA-4 inh,MEP2-GFP yeast,CIT2 TOR yeast,RPL19A-GFP yeast,Yeast superoxide,GRK2 inh,LAP4 TOR yeast
Cc1ccc2nc(-c3ccc(O)cc3)oc2c1,89,14,99,96,98,96,3,102
Cc1nc2nc(Cc3ccccc3)[nH]n2c(=O)c1Cc1ccccc1,98,2,100,101,96,93,3,97
COc1cc2c(cc1OC)C(C)N(S(=O)(=O)c1ccc(C)cc1)CC2 (stereo not drawn),79,3,83,70,82,100,49*,127
Cc1ccccc1NC(=O)COc1ccc(Br)cc1CNCCCO,104,-2,97,79,99,113,1,93
COc1cccc(CNCc2ccc(C(=O)O)cc2)c1OC,101,3,97,96,102,78,6,97
Cc1ccc2[nH]c(-c3ccccc3)c(CN3CCN(C)CC3)c(=O)c2c1,106,-9,106,107,101,85,0,98
Cc1nnc(NC(=O)C(c2ccccc2)c2ccccc2)s1,99,2,101,97,100,113,0,104
COc1ccc(NC(=O)CCCN2C(=O)C3C4C=CC(C4)C3C2=O)c(OC)c1 (stereo not drawn),104,5,111,107,105,92,0,101
O=C(Nc1ccccc1)C1C2CCCCC21 (stereo not drawn),99,7,106,101,104,96,2,95
CN(CCCNC(=O)CCC(=O)N1CCOc2ccccc21)Cc1ccccc1,105,18,118,96,114,109,0,123
COc1ccc(CCNS(=O)(=O)c2ccc3c(c2)CCN3C(=O)CCC(=O)O)cc1OC,102,4,108,102,103,125,6,96
COc1cccc(Nc2nc3ccc(C(=O)c4ccccc4)cc3n3cnnc23)c1,100,0,90,92,99,91,0,113
N#Cc1c(-c2ccccc2)cc(-c2ccccc2)nc1SCC(=O)O,88,1,107,90,88,113,4,.
CC(=O)N1N=C2c3ccccc3CCC2C1c1ccc(F)cc1 (stereo not drawn),82,9,87,86,89,90,1,115
COc1ccc(N(C(=O)c2cccnc2)S(=O)(=O)c2cccc([N+](=O)[O-])c2)cc1,105,2,102,102,101,123,0,100
COc1ccc(C(=O)Nc2cccc(-c3cc4ccccc4oc3=O)c2)cc1[N+](=O)[O-],85,15,111,92,88,130,0,101
CCn1ccnc1CN(C)Cc1cn(-c2ccc(C)cc2)nc1-c1cccc(C)c1,92,1,124,101,99,99,0,108
O=C(c1n[nH]c2ccccc12)N1CCN(S(=O)(=O)c2ccccc2)CC1,106,-3,99,94,107,77,0,111
CN(C)CCCN(C(=O)c1ccc2ccccc2c1)c1nc2cc3c(cc2s1)OCO3,119,13,113,111,105,88,0,130
O=C(Nc1cccnc1)c1ccccc1F,91,-7,87,77,90,117,3,98
CC(=O)c1cccc(S(=O)(=O)Nc2cc(C(F)(F)F)ccc2N2CCOCC2)c1,108,9,100,98,100,103,11,106
CCN(CC)c1ccc(NC(=O)CSc2nnc(N)s2)cc1C,101,24,101,100,103,104,4,104
Cc1ccc(CSCC(=O)Nc2ccc(N3CCOCC3)cc2N2CCOCC2)cc1,97,-6,100,86,99,127,0,107
Cc1ccc(C(=O)NC(=S)Nc2ccc(S(=O)(=O)N(C)c3ccccc3)cc2)cc1,99,-14,114,103,99,130,0,113
O=c1oc2ccccc2c(NCc2ccc(Cl)cc2)c1[N+](=O)[O-],93,6,98,93,96,94,0,103

# The list continues:
SMILES,AGP1-GFP MLPCN,VLA-4 inh,MEP2-GFP yeast,CIT2 TOR yeast,RPL19A-GFP yeast,Yeast superoxide,GRK2 inh,LAP4 TOR yeast
COc1cc2ncnc(NCc3ccc(F)cc3)c2cc1OC,100,13,107,105,102,90,0,94
CCOC(=O)c1ccc(NC(=O)Cn2c(C)nc3c(sc(=S)n3CC)c2=O)cc1,91,-7,102,101,94,99,0,88
COc1cccc(/C=N/Nc2nnc(C)n2N)c1OCc1ccccc1Cl,104,3,133,107,107,81,2,107
Cc1cccc(N2Cc3ccc(Br)cc3C2)c1,118,-4,122,115,110,101,2,120
O=C(CSc1ncnc2ccccc12)Nc1cccc(S(=O)(=O)N2CCOCC2)c1,99,5,96,107,96,99,2,97
CCC1CCCCN1CCCNC(=O)CS(=O)Cc1nc(-c2ccc(OC)c(OC)c2)oc1C (stereo not drawn),100,-8,97,99,98,98,1,90
O=C(CSc1n[nH]c(-c2ccccc2)n1)NC1CCCCC1,94,5,95,95,98,102,0,90
COc1ccc(C(C(=O)NCc2ccccc2)N(C(=O)c2snc(C(N)=O)c2N)c2ccccc2OC)cc1OC (stereo not drawn),105,3,105,103,103,89,2,92

# Of the compounds above, these contain a CF3 group.
SMILES,AGP1-GFP MLPCN,VLA-4 inh,MEP2-GFP yeast,CIT2 TOR yeast,RPL19A-GFP yeast,Yeast superoxide,GRK2 inh,LAP4 TOR yeast
OCc1nn2c(c1Br)NC(c1ccccc1)CC2C(F)(F)F (stereo not drawn),98,-8,93,97,96,98,0,92
CCN1CCN(CC(=O)Nc2ccc(OC(F)(F)F)cc2)CC1,100,-55,97,100,101,104,0,105
CC(=O)c1cccc(S(=O)(=O)Nc2cc(C(F)(F)F)ccc2N2CCOCC2)c1,108,9,100,98,100,103,11,106

# Screening results: PubChem BioAssay, NMMLSC
